G9a inh: qHTS Assay for Inhibitors of Histone Lysine Methyltransferase G9a; G9a H3K9 monomethylation, AlphaScreen, 2 h; Histone-lysine N-methyltransferase EHMT2 (Homo sapiens), Q96KQ7; Potency, µM (highest dose often 102 µM), inactives show at the highest dose activity, negative = inhibition, hits mostly inhibitors; 8.8% of 350,000 active; also: % is scaled to controls: 0 for no effect and ±100 for the full control effect; nearly all actives have a fitted effect of over 75% in size
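Using a bead-based AlphaScreen, monomethylated H3K9 product from 2 h room-temperature reactions (G9a 20 nM, peptide 500 nM, SAM 20 uM) was detected with 0.5 ug/mL rabbit anti-H3K9me1 antibody.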
POLB inh: qHTS Assay for Inhibitors of DNA Polymerase Beta. 1.3% of 340,000 active. AID 485314, 2010. Potency, µM (top dose mostly 114 µM), without a hit: top-dose activity change, negative = inhibition, hits mostly inhibitors. Pol beta primer extension/strand displacement, fluorescence kinetic; also: % is scaled to controls: 0 for no effect and ±100 for the full control effect
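Pol beta (10 nM) was preincubated with compound for 15 min at room temperature. The reaction was then started with 50 nM substrate and read immediately and after a further 10 min at room temperature.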
Apoferritin bind: qHTS Assay for Identification of Novel General Anesthetics. apoferritin/1-aminoanthracene competitive binding, fluorescence. Potency, µM (titrated, usually from 77.5 µM), inactives show at the top dose activity change, negative = displacement, actives largely listed as inhibitors. 0.074% of 350,000 active; also: % is scaled to controls: 0 for no effect and ±100 for the full control effect; nearly all actives have a fitted effect of over 20% in size
Target sequence (P02791 2-175 limits assumed): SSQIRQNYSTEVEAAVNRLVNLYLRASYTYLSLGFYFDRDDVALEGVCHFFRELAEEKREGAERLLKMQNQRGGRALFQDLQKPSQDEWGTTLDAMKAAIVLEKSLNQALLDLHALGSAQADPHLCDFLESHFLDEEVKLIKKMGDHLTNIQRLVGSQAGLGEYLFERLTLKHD
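Horse-spleen apoferritin (10 uM) was mixed with 50% saturated 1-aminoanthracene in PBS, exposed to compounds for 10 min at room temperature, and read for fluorescence (ex 380 nm, em 535 nm). Competitive displacement was fitted with a four-parameter Hill equation.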
BAZ2B inh: qHTS Assay for Inhibitors of BAZ2B | Bromodomain adjacent to zinc finger domain protein 2B (Homo sapiens), Q9UIF8 | 4.4% of 360,000 active | AlphaScreen BAZ2B-H3K14Ac peptide displacement | Potency, µM (titrated, usually from 114 µM), inactives show at the top dose activity change, negative = inhibition, most hits filed as inhibitors | AID 504333, 2011; also: % is scaled to controls: 0 for no effect and ±100 for the full control effect; nearly all actives have a fitted effect of over 60% in size
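BAZ2B (50 nM) with biotin-H3(5-23)K14Ac peptide (50 nM) in PBS pH 7.4, 0.01% Tween-20, preformed 30 min, then compound 30 min at room temperature; top concentration 110uM. AlphaScreen streptavidin donor/nickel chelate acceptor beads (10 ug/mL final), 20 min dark, signal read.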
Pol kappa inh: qHTS for Inhibitors of Polymerase Kappa. DNA polymerase kappa (Homo sapiens), Q9UBT6. purified Pol kappa, fluorescent DNA synthesis assay, 10 min. Potency, µM (top dose mostly 107 µM), for the others: at the highest dose activity, negative = inhibition, hits mostly inhibitors. 0.53% of 400,000 active; also: % is scaled to controls: 0 for no effect and ±100 for the full control effect
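Here, compound and 10 nM enzyme are combined for 15 min at room temperature; adding 50 nM substrate (final) starts DNA synthesis, tracked by fluorescence at 0 and 10 min against buffer-only wells.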
Pol eta inh: qHTS for Inhibitors of Polymerase Eta; Potency, µM (doses to about 114 µM), without a hit: at the top dose activity change, negative = inhibition, hits mostly inhibitors; recombinant Pol eta, fluorescent DNA replication assay; 1.2% of 390,000 active; AID 588591, 2011; also: % is scaled to controls: 0 for no effect and ±100 for the full control effect
Target sequence (Q9Y253 whole entry, looked up): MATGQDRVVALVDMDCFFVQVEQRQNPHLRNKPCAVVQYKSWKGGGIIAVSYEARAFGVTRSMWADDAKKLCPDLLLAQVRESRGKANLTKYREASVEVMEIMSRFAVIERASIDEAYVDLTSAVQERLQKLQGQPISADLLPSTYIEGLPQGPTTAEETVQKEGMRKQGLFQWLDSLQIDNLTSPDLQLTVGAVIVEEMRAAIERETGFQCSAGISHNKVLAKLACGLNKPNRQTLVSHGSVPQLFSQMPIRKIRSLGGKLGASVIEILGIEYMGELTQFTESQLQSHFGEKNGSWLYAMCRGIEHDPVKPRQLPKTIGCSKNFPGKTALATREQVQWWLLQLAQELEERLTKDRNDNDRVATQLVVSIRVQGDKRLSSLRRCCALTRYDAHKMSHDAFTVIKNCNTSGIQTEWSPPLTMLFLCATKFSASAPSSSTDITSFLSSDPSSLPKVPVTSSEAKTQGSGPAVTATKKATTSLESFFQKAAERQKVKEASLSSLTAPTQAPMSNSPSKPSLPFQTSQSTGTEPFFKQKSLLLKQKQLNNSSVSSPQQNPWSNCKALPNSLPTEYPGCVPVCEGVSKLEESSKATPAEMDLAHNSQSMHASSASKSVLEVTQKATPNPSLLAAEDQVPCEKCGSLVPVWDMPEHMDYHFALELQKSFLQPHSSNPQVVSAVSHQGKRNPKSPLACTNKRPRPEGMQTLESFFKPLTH
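Pol eta at 10 nM preincubated with compounds 15 min at room temperature; reaction started with fluorescent substrate (50 nM final) and read kinetically at 0 and 10 min.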
APE1 inh: qHTS Assay for Inhibitors of the Human Apurinic/apyrimidinic Endonuclease 1 (APE1); recombinant APE1, TAMRA/BHQ-2 abasic DNA cleavage fluorescence; DNA repair nuclease/redox regulator APEX1 (Homo sapiens), P27695; AID 2517, 2012; 0.35% of 350,000 active; Potency, µM (highest dose often 65.8 µM), for the others: at the highest dose activity change, negative = inhibition, hits mostly inhibitors;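 also: plate controls were vehicle for no effect and reference inhibitor for full effect; nearly all actives have a fitted effect of over 55% in size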
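Step 1: APE1 (0.75 nM) with compound, 15 min RT. Step 2: add 50 nM fluorophore/quencher THF duplex. Step 3: three fluorescence reads 60 s apart (525/598 nm); read 3 minus read 1 = reaction progress.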
BLM helicase inh: qHTS Assay for Inhibitors of Bloom's syndrome helicase (BLM); RecQ-like DNA helicase BLM (Homo sapiens), P54132; recombinant BLM DNA unwinding, fluorescence dequenching; Potency, µM (series often up to 56.1 µM), inactives show at the top dose activity change, negative = inhibition, hits mostly inhibitors; 0.2% of 350,000 active;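 also: plate controls were vehicle for no effect and no enzyme for full effect; nearly all actives have a fitted effect of over 35% in size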
POLI inh: qHTS for Inhibitors of Polymerase Iota; DNA polymerase iota (Homo sapiens), Q9UNA4; AID 588590, 2011; Pol iota fluorescent replication assay, 10 min; 1% of 390,000 active; Potency, µM (doses to about 115 µM), for the others: at the highest dose activity, negative = inhibition, hits mostly inhibitors
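Fluorescent replication assay read twice, at 0 min and 10 min after adding 50 nM (final) substrate. Enzyme (10 nM) and compounds were first incubated 15 min at room temperature; enzyme-free buffer wells were negative controls.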
* hit, by the source's call; ? = inconclusive; · = no result given; & = joins results of further samples; [ ] = remark or other dose. Calls follow the shape of the dose curve; as a rule, active = well fitted curve in the direction sought with a large enough effect; inconclusive = small, poorly fitted or top-dose-only effect, or another doubt; inactive = no such curve, though single readings can be large; an effect the other way counts as inactive or inconclusive. Potency is read from the fitted curve at half-maximal effect.

SMILES	G9a inh	POLB inh	Apoferritin bind	BAZ2B inh	Pol kappa inh	Pol eta inh	APE1 inh	BLM helicase inh	POLI inh
COc1ccc(/C=N/NC(=O)c2ccc(Cl)cc2Cl)cc1COC(C)=O	-3%	1%	-20%	-18%	-7%	-20%	1%	-5%	2%
COc1cc(CNc2cc(C)ccc2C)cc(OC)c1OC	-22%[59 µM]	-14%	-5%	?	-11%	-6%	-3%	-4%	9%
O=C(COC(=O)CN1C(=O)c2ccccc2C1=O)Nc1cccc(F)c1	12%[59 µM]	·	·	1%	5%	-16%	43%	·	12%
Cc1nc2nc(SCc3ccccc3)[nH]n2c(=O)c1C	-1%	-1%	7%	-13%	5%	?	29%	-3%	59%
CC(C)C(=O)Nc1cccc(C(=O)Nc2cc([N+](=O)[O-])ccc2F)c1	?	-4%	-9%	-18%	0%	-9%	0%	0%	9%
Cc1ccc2[nH]c(C)c(/C=C/c3cc[n+](C)cc3)c2c1	-100%	-1%	-4%	?	?	-22%	-36%	-8%	3%
OC(CNCc1ccccc1F)(c1ccc(F)cc1)c1ccc(F)cc1	29%	-8%	-13%	1%	-8%	-22%	6%	-15%	69%[activator]
COc1ccc(N(CC(=O)NCC2CCCO2)S(=O)(=O)c2c(C)noc2C)cc1 (stereo unspecified)	39%[0.501 µM]	2%	-7%	-15%[57.1 µM]	-18%	-15%	-1%	1%	3%
Cc1cccc(Cn2c(C)nc3c(N)c(C)c(C)cc32)c1	2%	2%	-7%	-31%	3%	-8%	16%	-4%	92%[activator]
Cc1ccsc1/C=N/Nc1ccc(F)cc1F	1.3µM*	12%	-15%	?	-16%	-8%	35%[activator]	-9%	30%[activator]
COc1ccccc1NS(=O)(=O)c1cc(C(=O)N2CCCCCC2)ccc1C	·	·	·	·	-14%	1%	-1%	·	34%[activator]
CCC(C)(C)NC(=O)CSc1nc(Cc2ccccc2)nc2ccccc12	23%[59 µM]	1%	?	-5%	-11%	-15%	-2%	-4%	14%
Cc1cc(C)nc(OC(=O)c2c(Cl)cc(Cl)cc2Cl)n1	21%[12.7 µM]	-1%	-14%	2%	-5%	-23%	-2%	-13%	75%[activator]
O=C(CCN1CCN(c2ccc(Cl)cc2)CC1)Nc1nccs1	-37%[59 µM]	0%	-13%	0%	11%	-6%	0%	-4%	-7%
COc1cc(NC(=O)c2cccnc2)ccc1NC(=O)c1ccccc1Cl	-5%	18%	2%	4%	-3%	-19%	7%	-1%	83%[activator]
O=C(Cn1c(=O)n(-c2ccccc2)c(=O)c2oc3ccccc3c21)Nc1ccccc1	12%	-8%	-5%	10%	0%	-14%	4%	4%	2%
CCOCCCNC(=O)C(NC(=O)c1ccccc1O)c1ccc(Cl)cc1 (stereo unspecified)	-10%	1%	-2%	9%	6%	-19%	?	-3%	24%
COc1cc2[nH]c(=O)n(Cc3ccc(C(=O)NCCCN4CCC(C)CC4)cc3)c(=O)c2cc1OC	1%	-1%	-17%	5%	-11%	-3%	7%	-12%	-29%
CCNC(=O)c1ccc(NS(=O)(=O)c2ccccc2)cc1	1%[12.7 µM]	?	-1%	2%	2%	0%	9%	4%	14%
Cn1c(=O)c2c(nc(NCc3ccco3)n2C)n(C)c1=O	1%[12.7 µM]	-13%	4%	-30%	-11%	-6%	-2%	-5%	?

In the list so far, these have an NH in an aromatic ring.
SMILES	G9a inh	POLB inh	Apoferritin bind	BAZ2B inh	Pol kappa inh	Pol eta inh	APE1 inh	BLM helicase inh	POLI inh
Cc1nc2nc(SCc3ccccc3)[nH]n2c(=O)c1C	-1%	-1%	7%	-13%	5%	?	29%	-3%	59%
Cc1ccc2[nH]c(C)c(/C=C/c3cc[n+](C)cc3)c2c1	-100%	-1%	-4%	?	?	-22%	-36%	-8%	3%
COc1cc2[nH]c(=O)n(Cc3ccc(C(=O)NCCCN4CCC(C)CC4)cc3)c(=O)c2cc1OC	1%	-1%	-17%	5%	-11%	-3%	7%	-12%	-29%

Later entries
SMILES	G9a inh	POLB inh	Apoferritin bind	BAZ2B inh	Pol kappa inh	Pol eta inh	APE1 inh	BLM helicase inh	POLI inh
N#CC1=C(Nc2ccccc2)SC=C(c2ccccc2)N=C1N1CCOCC1	50µM*	-1%	-18%	-1%	-16%	-18%	7%	-4%	8%
CCS(=O)(=O)N1CCC(NC(=O)C(Cc2cc(OC)ccc2OC)NC(C)=O)CC1 (stereo unspecified)	55%	-16%	-3%	-3%	2%	-1%	49%	0%	19%
CCCSc1n[nH]c(NC(C)=O)n1	?	24%	-3%	-5%	1%	-18%	14%	0%	18%
CC(C)NC(=O)NC(=O)COC(=O)C1CCCN1C(=O)c1cccs1 (stereo unspecified)	-1%	1%	-3%	-10%	-11%	-5%	2%	-5%	-10%
Cc1nc(-c2cccc(F)c2)sc1CCNC(=O)c1c(F)cccc1Cl	10%[59 µM]	14%	-1%	4%	-5%[60.1 µM]	-11%	·	0%	-19%
CS(=O)(=O)c1ccc(NC(=O)C2CCCN(C(=O)c3ccc(Cl)cc3)C2)cc1 (stereo unspecified)	10%[12.7 µM]	·	·	8%	-33%	-2%	-24%	·	10%
CCOCC(=O)N1CCN(Cc2ccc3c(c2)OCO3)CC1	-10%	4%	-4%	-10%	10%	-2%	17%	-8%	8%
CC(NC(=O)/C=C/c1ccco1)c1nc2ccccc2n1Cc1ccccc1F (stereo unspecified)	?	0%	-16%	-38%	-8%	-15%	?	-6%	-15%
COC(=O)CCCN1C(=O)c2cccc3cccc(c23)C1=O	49%	2%	-10%	45µM*	-4%	-1%	25%	1%	66%[activator]
CC(=O)N/C(=C\c1ccc2c(c1)OCO2)C(=O)NC(C(=O)O)c1ccccc1 (stereo unspecified)	89µM*	0%	-6%	-18%	-3%	4%	-4%	-6%	33%[activator]
CSc1nn(Cc2cccc(Cl)c2)c(N(C(C)=O)C(C)=O)c1S(=O)(=O)c1ccccc1	9%[59 µM]	-6%	50%[activator]	-1%	-14%	-21%	·	-10%	-12%
COc1ccc(C2C=C(c3ccccc3)Nc3ncnn32)cc1 (stereo unspecified)	?	9%	776%[activator]	?	10%	-9%	14%	4%	-8%
COc1cc(/C=N/NC(=O)NC23CC4CC(CC(C4)C2)C3)ccc1OCC(N)=O	6%	-24%	-18%	-11%	-1%	-11%	25%	-1%	-9%
O=C(CSCc1ccc(Cl)cc1Cl)Nc1c[nH]c(=O)[nH]c1=O	-3%	-13%[57.1 µM]	16%	0%	-1%	-7%	5%	-1%	1%
COc1ccc(-c2nn(-c3ccccc3)cc2C=O)cc1[N+](=O)[O-]	-8%	-11%	-11%	-1%	13%	1%	21%	-11%	-7%
CCOc1ccc(Cl)cc1S(=O)(=O)N1CCC(C(=O)NC2CC2)CC1	9%	22%	3%	4%	0%	-16%	20%	-1%	156%[activator]
Cc1ccc(-c2cc([C@H]3[C@@H]4C=CCC[C@@]4(C)C(=O)N3Cc3ccccc3)ccc2F)cc1	5%[59 µM]	-14%	2%	-19%	0%	-11%	3%	-10%	-5%
Cn1c(SCC(=O)NC(C)(C)C)nc(O)cc1=O	?	-17%	-8%	-2%	-2%	-6%	1%	-2%	-6%
Cc1nc2sccn2c(=O)c1S(=O)(=O)Nc1ccc(N2CCOCC2)c(Cl)c1	-5%[59 µM]	22%&-19%	-5%&-9%	-7%&-4%	5%&0%	0%&-16%	-4%	-1%&-1%	19%&6%
Oc1ccc(Oc2ncc(Cl)cc2Cl)cc1	-29%[59 µM]	-8%	?	-2%	-14%	-19%	?	-8%	11%

An excerpt from above in order of their number in APE1 inh, high to low.
SMILES	G9a inh	POLB inh	Apoferritin bind	BAZ2B inh	Pol kappa inh	Pol eta inh	APE1 inh	BLM helicase inh	POLI inh
O=C(CSCc1ccc(Cl)cc1Cl)Nc1c[nH]c(=O)[nH]c1=O	-3%	-13%[57.1 µM]	16%	0%	-1%	-7%	5%	-1%	1%
CC(C)NC(=O)NC(=O)COC(=O)C1CCCN1C(=O)c1cccs1 (stereo unspecified)	-1%	1%	-3%	-10%	-11%	-5%	2%	-5%	-10%
CC(C)C(=O)Nc1cccc(C(=O)Nc2cc([N+](=O)[O-])ccc2F)c1	?	-4%	-9%	-18%	0%	-9%	0%	0%	9%
Cn1c(=O)c2c(nc(NCc3ccco3)n2C)n(C)c1=O	1%[12.7 µM]	-13%	4%	-30%	-11%	-6%	-2%	-5%	?

New compounds follow.
SMILES	G9a inh	POLB inh	Apoferritin bind	BAZ2B inh	Pol kappa inh	Pol eta inh	APE1 inh	BLM helicase inh	POLI inh
Cc1cccc(C)c1N(CC(=O)N1CCN(C)CC1)S(C)(=O)=O	0%[12.7 µM]	8%	-2%	8%	7%	-12%	-2%	0%	26%
O=S(=O)(Nc1ccc(Br)cn1)c1cccs1	?	-4%	-7%	?	1%	-11%	3%	-4%	66%[activator]
COC(=O)C(NS(N)(=O)=O)C(C)C (stereo unspecified)	·	·	3%	·	1%	·	1%	1%	23%
O=C(Nc1ccccc1C(=O)Nc1ccncc1)c1ccc([N+](=O)[O-])cc1	?	?	0%	?	-7%	-18%	-1%[12.4 µM]	-23%	41%[activator]

Assay outcomes as filed in PubChem BioAssay.

This is a subset; rates above refer to the full screens.
